# Vif imaging – HIV Vif inhibition | inhibition, % at 7.49 µM | hit rate 0.35% among 340,000 | AID 602346 | HEK293T cells, Vif self-association by quenched fluorescence, imaging, 24 h; in the data active = inhibition above about 50%, passing the limit was not always enough; note: some results filed as inactive read as strong as hits
# ABCB6 inh MLPCN – inhibitors of human ABC transporter ABCB6 | AID 602162 | Q9NP58 | K562-ABCB6 porphyrin accumulation, flow cytometry, 1 h; active compounds read low | fluorescence ratio to DMSO, % at 10 µM | hit rate 0.19% among 360,000;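 active = fluorescence ratio to DMSO below 75%, the collection mean minus 3 SD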;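 note: signal is porphyrin accumulated inside mitochondria; 100% equals median channel fluorescence of DMSO control wells; lower ratio means ABCB6 inhibition with less porphyrin fluorescence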
# MC4R ag barr – activates human MC4R beta-arrestin recruitment; U2OS MC4R beta-arrestin complementation, luminescence; percent of melanotan II response, DMSO zero; activation, % at 8.9 µM; hit rate 0.98% among 360,000; AID 540308;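 active = activation above a per-plate cutoff, the mean activation of sample wells on that plate plus 3 SD, cut at about 8% in these data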
# Target sequence (P32245 whole entry, looked up): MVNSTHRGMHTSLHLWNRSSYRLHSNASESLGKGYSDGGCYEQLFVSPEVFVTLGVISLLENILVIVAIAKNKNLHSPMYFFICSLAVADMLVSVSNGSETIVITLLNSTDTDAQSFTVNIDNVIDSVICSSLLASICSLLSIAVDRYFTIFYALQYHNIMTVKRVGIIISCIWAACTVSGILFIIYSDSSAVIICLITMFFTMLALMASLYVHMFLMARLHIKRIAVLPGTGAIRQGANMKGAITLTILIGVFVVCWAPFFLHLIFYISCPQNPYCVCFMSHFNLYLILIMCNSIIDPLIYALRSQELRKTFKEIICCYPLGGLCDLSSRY
# CaV13 FRET inh – Disruptors of the CACNA1D IQ motif to Ca2+-dependent inactivation inhibitor domain association, primary screening, Förster resonance energy transfer in intact living …; HEK cells, CFP/YFP FRET ICDI-IQ, plate reader, 10 min; percent FRET-ratio fall versus neutral wells; inhibition, % at 12.3 µM; hit rate 0.098% among 340,000; AID 743397;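 active = mean replicate inhibition of at least 30% and at least 1% of replicates passing that level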;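 note: 0% = median of the neutral control wells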
# MC4R antag cAMP – human MC4R antagonism in cAMP assay | P32245 | MC4R-expressing cells, MTII-stimulated cAMP, LANCE TR-FRET | inhibition, % at 6.5 µM | hit rate 0.48% among 360,000;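 active = inhibition above its plate's cutoff, the mean of tested wells on that plate plus 3 SD, cut at about 29% in these data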;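 note: 0% = Melanotan II alone and 100% = Melanotan II plus saturating MCL0020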
#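 System – human MC4R-expressing U2OS cells · Also added – Melanotan II · Dosing – one concentration, 6.5 µM nominal · Timing – 30-min compound, 1-h challenge, 1-h detection, room temperature · Measured by – Eu-cAMP/anti-cAMP TR-FRET, emission 671 nm · Replicates – singlicate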
# H9c2 protect – modulators protecting cardiomyocytes from myocardial damage; H9c2 cardiomyocytes, H2O2 injury protection, ATPLite, 2 h; protection from H2O2 cell death, % at 20 µM; hit rate 0.63% among 360,000; AID 588492;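 active = compounds giving at least 50% protection of heart cells from peroxide-induced death in the single-dose screen, raw or plate-pattern-corrected value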;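 note: 0% = DMSO wells with peroxide and 100% = DMSO wells without peroxide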
# aDG glyco act – increases alpha dystroglycan glycosylation. Pro5-aDG cells, alpha-DG glycosylation AlphaScreen (IIH6); 0% Pro5, 100% B10-LARGE cell signal. activation, % at 10 µM. hit rate 0.22% among 360,000. AID 624168;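 active = activation of at least 8% versus controls, or a plate z-score of at least 8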;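 note: Pro5 are CHO cells carrying HIG-tagged alpha-DG that lacks glycosylation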
# PDI turbidity – blocks human protein disulfide isomerase activity; P07237; PDI insulin aggregation turbidity, A650, 90 min; inhibition, % at 10 µM; hit rate 0.052% among 350,000; AID 588391;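 active = mean inhibition across replicates of 30% or more, whatever share of single replicates reach that level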;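 note: absorbance from insulin aggregation driven by PDI reduction with DTT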
# N-glyco inh – N-linked glycosylation inhibition; D54 ERlucT glycosylation luciferase reporter, 24 h; percent of 100 nM tunicamycin response; reporter increase, % at 12.5 µM; hit rate 0.23% among 360,000;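 active = mean luciferase reporter signal, scaled so untreated is 0 and the glycosylation-blocking control 100, at or above a set limit in every replicate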;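 note: luciferase carries N-glycosylation sites so blocking glycosylation raises the light; 0% = median of neutral control wells and 100% = median of 100 nM tunicamycin wells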
# HTR2A ag – mouse HTR2A agonism via beta-arrestin recruitment. P35363. CHO-K1 mHTR2A beta-arrestin complementation, luminescence; percent of 30 µM serotonin response. activation, % at 7.6 µM. hit rate 0.66% among 360,000. AID 624169;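 active = activation above a run cutoff, the mean activation of all tested compounds plus 3 SD, cut at about 14% in these data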;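 note: 0% = plate median of compound wells and 100% = 30 µM serotonin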
# Target sequence (P35363 whole entry, looked up): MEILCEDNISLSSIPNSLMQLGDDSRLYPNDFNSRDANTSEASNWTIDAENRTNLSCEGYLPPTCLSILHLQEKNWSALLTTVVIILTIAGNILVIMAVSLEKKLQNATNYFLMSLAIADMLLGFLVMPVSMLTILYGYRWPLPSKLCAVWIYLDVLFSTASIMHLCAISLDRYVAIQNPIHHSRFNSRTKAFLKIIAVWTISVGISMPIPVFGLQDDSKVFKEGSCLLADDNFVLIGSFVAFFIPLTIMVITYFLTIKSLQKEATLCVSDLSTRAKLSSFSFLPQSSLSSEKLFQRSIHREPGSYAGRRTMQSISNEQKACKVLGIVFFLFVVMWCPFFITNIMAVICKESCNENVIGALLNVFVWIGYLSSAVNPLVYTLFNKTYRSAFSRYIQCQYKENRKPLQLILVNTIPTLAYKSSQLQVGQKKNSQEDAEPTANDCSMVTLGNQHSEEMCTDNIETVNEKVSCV
# An asterisk follows results filed as active; · = not tested or not shown. This is a subset; count on the stated rates, not on these rows.
SMILES,Vif imaging,ABCB6 inh MLPCN,MC4R ag barr,CaV13 FRET inh,MC4R antag cAMP,H9c2 protect,aDG glyco act,PDI turbidity,N-glyco inh,HTR2A ag
COc1ccc(CN2CCN(Cc3ccccc3F)CC2)cc1,9,100,-0.6,-4,23,-1,-0.1,8,0,-9
CCCC(C)C1C(C#N)=C(N)Oc2c1c(=O)oc1ccccc21 (centres undefined),-3,98,2.8,0,16,28,0.3,-1,0,-1
CCOC(=O)CSCCOc1ccc(C=C2C(=O)NC(=O)NC2=O)cc1OC,-1,86,-1.3,1,-10,-1,0.0,3,2,0
CCCSP1(=S)NCCCO1 (centres undefined),-21,102,-0.1,·,1,-2,-0.1,-2,0,0
c1ccc(C(CN2CCCCC2)c2ccccc2)cc1,10,100,0.7,-5,3,2,0.3,-9,2,-5
S=C(NCCc1ccccc1)NCCc1cnc[nH]1,-1,93,-1.2,-5,7,2,0.1,-2,8,-1
CC(=NCCN1CCCCC1)c1c(O)n(-c2ccccc2)c(=O)[nH]c1=O,-11,96,2.4,5,5,-1,0.1,6,3,2
N#CCCn1cc(C(=O)Nc2ccc([N+](=O)[O-])cc2)c(-c2ccc3c(c2)OCCO3)n1,2,97,-1.2,·,-1,-3,-0.4,8,3,-2
CCC(=O)OC(Cc1ccccc1)(c1ccccc1)C(C)CN(C)C (centres undefined),-10,109,-0.1,-5,5,4,-0.3,11,-3,-7
Cc1cccc(C)c1-n1nnnc1C(c1ccnc2ccccc12)N1CCC2(CC1)C(=O)NCN2c1ccccc1 (centres undefined),9,97,·,-7,·,4,0.2,·,-4,1
CCC(=NCc1ccco1)c1c(O)n(-c2ccccc2)c(=O)[nH]c1=O,-10,95,-2.5,-5,-2,1,0.0,-5,1,-1
O=C(CN1CCOCC1)c1cccc2ccccc12,-10,96,-0.9,-4,10,18,0.0,19,4,1
C/C(=N\Nc1ccccc1)c1c(O)n(-c2ccccc2)c(=O)[nH]c1=O,-3,96,-1.0,-20,11,-1,0.2,1,3,-1
COC(=O)C1=C(c2cccc(OCc3ccccc3)c2)C[C@@H]2CC[C@H]1N2C(=O)NCCOc1ccc(OC)cc1,-2,93,-2.1,-5,9,3,0.4,5,-6,-1
CC(C)n1nnnc1CN1CCN(C)CC1,-4,99,1.8,-4,4,-8,0.2,22,-1,-1
Oc1ccc2c3c1OC1c4[nH]c5ccccc5c4C[C@@]4(O)C(C2)N(CC2CC2)CC[C@]314 (some centres undefined),-1,98,-0.5,·,4,8,0.0,3,-2,0
Cc1cccc(C#N)c1,6,96,-1.0,·,6,6,-0.3,·,-2,0
CCN1C[C@]2(CO)CC[C@H](OC)[C@@]34C5C[C@H]6[C@H](OC)C5[C@](O)(C[C@H]6OC)[C@@](O)(C(OC)C23)[C@@H]14 (some centres undefined),11,94,-1.5,·,19,3,0.0,·,-1,-3
CC(C)C[C@H]1COc2cc(N3CCN(C)CC3)ccc2S(=O)(=O)N1,·,91,·,-9,·,·,-0.1,·,·,2
CCCc1nnc(NC(=O)CCC(=O)N2CCC3(CC2)OCCO3)s1,19,96,-0.9,9,17,4,-0.2,2,1,0
CC(C)Cc1nnc(NC(=O)CCC(=O)N2CCN(CCOC(c3ccccc3)c3ccccc3)CC2)s1,-1,100,-1.9,-5,7,0,0.0,3,-3,-3
CC(=O)Nc1ccc(OCCF)cc1,-2,101,-1.7,-3,-6,3,0.3,10,0,3
Cc1cc(C=O)c(C)n1C1CC1,-11,105,1.2,-7,11,4,0.0,1,4,0
COc1ccc(OC)c(CN2CCCC(C(=O)c3sccc3C)C2)c1 (centres undefined),-14,94,-1.1,-2,0,-8,0.1,1,0,-4
COC(=O)C1=C(c2ccc(S(C)(=O)=O)cc2)C[C@@H]2CC[C@H]1N2C(=O)NCC1CC1,2,101,0.1,-12,1,2,-0.2,-2,1,5
COC(=O)C1=C(c2ccc(Cl)c(C(F)(F)F)c2)C[C@@H]2CC[C@H]1N2C(=O)N1CCC(C)CC1,-1,91,-2.6,·,0,6,0.4,2,-4,-8
CC(=O)OC1CC2OC3C=C(C)CCC3(C)C1(C)C21CO1 (centres undefined),-56,101,0.0,·,1,-5,-0.6,·,-22,3
COC(=O)C1=C(c2ccc(OCc3ccccc3)cc2)C[C@@H]2CC[C@H]1N2C(=O)NCc1ccc(N(C)C)cc1,4,89,0.7,-9,3,-12,1.0,8,-7,-4
CC(=NCCCN1CCOCC1)c1c(O)n(-c2ccccc2C)c(=O)[nH]c1=O,18,94,1.6,-5,5,5,-0.3,1,1,10
CN(C)C(=O)Oc1cccc(OCc2n(C)c3ccccc3[n+]2C)c1,-15,98,-0.4,-3,1,6,-0.1,-2,3,-2
COC(=O)C1=C(c2cccc(OCc3ccccc3)c2)C[C@@H]2CC[C@H]1N2C,-4,95,1.4,-11,4,2,0.0,17,-3,-8
CC1(C)CN=C(NCc2ccccc2Cl)S1,-4,103,-0.6,-6,3,1,0.1,10,-3,-6
CN1C2CCC1CC(OC(=O)c1cccc(O)c1)C2 (centres undefined),-6,102,-2.2,·,1,4,0.2,·,0,-5
CCOc1cc(C=O)ccc1O,-11,92,-0.1,·,4,-3,-0.1,·,2,1
CN1C(=O)C2C[C@@]3(Br)c4ccccc4N(OOSc4ccccc4)[C@H]3N2C(=O)[C@@H]1Cc1ccccc1 (some centres undefined),-4,99,0.1,-7,16,4,-0.1,0,-1,1
O=C(NN=Cc1ccc(N(CCCl)CCCl)cc1Cl)c1cccnc1,-7,100,-1.1,-7,-3,19,-0.2,2,-10,-9
O=C1NC(=O)C(CCc2ccccn2)(Cc2cccc(Cl)c2Cl)C(=O)N1c1ccc(Br)cc1 (centres undefined),·,101,0.1,-5,2,9,-0.1,-2,-1,0
CCOCCCNC(=O)C1c2cc(OC)c(OC)cc2C(=O)N2CCCCC12 (centres undefined),-3,101,-0.2,-3,4,1,0.3,-5,1,3
COc1cc(OC)c([C@H]2C=C(C)[C@H]3C[C@@H]2C3(C)C)c(OC)c1,0,97,-0.3,0,5,-4,0.0,-1,0,-5
CCCCn1c(O)c(C(C)=NC(Cc2c[nH]c3ccccc23)C(=O)OC)c(=O)[nH]c1=O (centres undefined),-1,95,-1.1,-6,6,14,-0.1,11,3,-3

# 2 of these compounds in another layout.
COc1cc(OC)c([C@H]2C=C(C)[C@H]3C[C@@H]2C3(C)C)c(OC)c1
  Vif imaging: 0 | ABCB6 inh MLPCN: 97 | MC4R ag barr: -0.3 | CaV13 FRET inh: 0 | MC4R antag cAMP: 5 | H9c2 protect: -4 | aDG glyco act: 0.0 | PDI turbidity: -1 | N-glyco inh: 0 | HTR2A ag: -5
CCCCn1c(O)c(C(C)=NC(Cc2c[nH]c3ccccc23)C(=O)OC)c(=O)[nH]c1=O (centres undefined)
  Vif imaging: -1 | ABCB6 inh MLPCN: 95 | MC4R ag barr: -1.1 | CaV13 FRET inh: -6 | MC4R antag cAMP: 6 | H9c2 protect: 14 | aDG glyco act: -0.1 | PDI turbidity: 11 | N-glyco inh: 3 | HTR2A ag: -3

# Following part.
SMILES,Vif imaging,ABCB6 inh MLPCN,MC4R ag barr,CaV13 FRET inh,MC4R antag cAMP,H9c2 protect,aDG glyco act,PDI turbidity,N-glyco inh,HTR2A ag
COc1ccc(CN2Cc3cnnn3-c3ccccc3C2c2ccccc2)cc1 (centres undefined),·,86,-1.5,-6,1,-11,-0.1,-2,3,1
O=C(CSC1c2ccccc2-c2ccccc21)N/N=C/c1ccccc1O,0,102,4.9,-7,-9,54*,0.6,6,-4,-9
NS(=O)(=O)c1cccc(N2CCNCC2)c1,16,110,-3.0,-2,2,-4,0.0,-7,2,-4
COCCOC(=O)C1=C(N)Oc2c(c(=O)oc3ccccc23)C1c1ccncc1 (centres undefined),0,100,-3.2,-6,2,10,-0.3,2,1,-2
O=C(Cc1ccccc1F)N1CCN(CC(=O)N2CCCC2)CC1,22,104,-2.3,-10,4,-2,0.0,4,1,1
COc1ccc(CN2C(=O)NC(=O)/C(=C/c3ccc([N+](=O)[O-])s3)C2=O)cc1,0,112,-1.4,-4,9,-7,0.4,0,4,-2
Cc1ccc(Cn2cc(C=O)c(-c3ccc(C)cc3)n2)cc1,-3,92,1.3,-15,-6,-6,1.2,3,-2,-6
CC(=O)O[C@@H]1[C@H]2CC[C@@H]3[C@]1(C[C@@H](OC(C)=O)[C@@]1(O)C([C@@H]4O[C@@H]4C1(C)C)[C@]3(C)O)C[C@@]2(C)O (some centres undefined),-2,99,-2.4,-4,4,8,-0.2,-3,1,1
Cc1ccc(O)c(C(=O)c2cc(C(=O)NCc3ccccc3)c(=O)n(Cc3ccccc3)c2)c1,-2,97,-3.3,-5,2,-8,-0.1,1,-3,-6
CC(=O)N1CC(=O)Nc2ccc(Cl)cc2C1c1ccccc1 (centres undefined),1,100,0.0,-5,6,-2,-0.1,2,-1,7
CCCCn1c(=O)c(C(=O)NCc2ccncc2)c(O)c2ccccc21,3,105,-1.5,-5,10,-13,0.4,1,0,2
CCN1CCOC(c2ccccc2)C1 (centres undefined),7,107,-1.7,-6,12,4,-0.2,-3,-2,6
CCCCN1C(=O)NC(=O)C2(Cc3cc(C)ccc3N(C)C2)C1=O (centres undefined),14,95,0.5,-5,-3,3,0.0,5,1,2
COC(=O)C1=C(c2c(C)noc2C)C[C@@H]2CC[C@H]1N2C(=O)NCCO,12,101,-1.2,·,-4,-2,0.1,0,2,1
CCOc1cccc(=NC2CCCCC2)c2c(C)[nH]c(C)c12,-7,95,1.3,-2,-10,-12,-0.3,-2,11,4
CN1CCCN(c2ccc([N+](=O)[O-])nc2)CC1,52*,96,-0.3,-3,-1,-3,0.0,-1,0,2
COc1ccc2oc3c(c2c1)NC(=O)CN=C3c1ccccc1,2,100,1.5,1,31*,3,0.2,3,2,2
Oc1ccc(CCN2CCCCC2)cc1,3,99,0.0,-5,-8,0,0.2,-6,-3,3
Cc1ccc2cccc(OC(=O)N3CCCC3)c2n1,14,99,-1.6,-4,10,0,-0.1,5,1,1
C=CCN1C(=O)/C(=C/c2ccc3c(c2)CCCN3CCC)C(=O)NC1=S,1,120,-0.4,-8,13,-5,0.1,4,2,6
C[N+](C)(C)CC1CCCc2ccccc2C1=O (centres undefined),5,104,-2.1,-7,13,-14,1.5,-5,0,0
Cc1[nH]c2ccccc2c1C(=O)C(=O)N1CCC2(CC1)OCCO2,-6,103,4.9,-2,-2,2,0.2,1,1,2
COc1cccc(C(=O)C2CCCN(Cc3ccc4nsnc4c3)C2)c1 (centres undefined),-1,96,-1.6,-18,25,-2,0.1,3,1,1
CC(=O)N1CCN(CCN=Cc2c(O)n(-c3ccc(C)cc3)c(=S)[nH]c2=O)CC1,1,101,-1.6,-15,-3,5,-0.1,-14,-1,-6
O=C(Nc1cccc(Cl)c1)OC1CN2CCC1CC2 (centres undefined),-12,96,1.4,2,-2,-23,0.2,6,-8,-10
CCn1c(O)c(C(=O)CC2NCCc3ccccc32)c(=O)n(CC)c1=S (centres undefined),14,101,1.8,·,4,1,0.0,6,0,3

# Bioassay records from PubChem BioAssay.
